sEH activator: soluble epoxide hydrolase activators, primary screen, biochemical, human sEH. activation, % at 2 µM. 91,000 compounds, 0.04% hits. purified human sEH enzymatic activity, activator screen; in the data active means activation above about 37%; further: values of inactives mirror those of a sister screen read the other way
Lung fibro prol: antiproliferative effect on LL 47 fibroblasts – human, LL 47 cells, CellTiter-Glo luminescence, primary screen; AID 719, 2007; 85,000 compounds, 1.1% hits; LL 47 human lung fibroblast viability, ATP luminescence; active compounds read low; viability, % at 10 µM;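 active means viability at or below 50% in the single dose screen; inactive means viability above 50%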;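 further: compound exposure lasted 72 h before the ATP readout; 100% = median luminescence of untreated cell-only wells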
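Signal: luminescent ATP detection, CellTiter-Glo; assay system: LL 47 human lung fibroblasts; input: 1,150 cells/well; incubation: overnight cell rest, 72 h compound treatment at 37 °C; measure: % viability versus median cells-only luminescence; medium: IMEM growth medium with 15% fetal bovine serum; dosing: compound addition at 0.1% DMSO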
Candida biofilm: clotrimazole potentiators killing Candida biofilms, primary screen, with clotrimazole, Alamar Blue | C. albicans biofilm + clotrimazole | inhibition, % at 6 µM | 85,000 compounds, 0.14% hits;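 active means inhibition above 20%; inactive means inhibition below 20%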;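 further: preformed 24 hr biofilms exposed to compound for 48 hr; 0% = biofilm without compound and 100% = blank killed by clotrimazole plus chlorhexidine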
HUVEC prolif 384: inhibitors of HUVEC proliferation, primary screen, cell-based, 384-well; CellTiter-Glo luminescence, 72 h; active compounds read low; viability, % at 10 µM (by protocol); 86,000 compounds, 1.1% hits; AID 648, 2007;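 active means viability at or below 30%; inactive means viability above 30%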;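 further: 100% = median luminescence of DMSO-only cell control wells on each plate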
H69AR growth 86K: proliferation blockers of H69AR lung cancer cells, primary screen, cell-based, human, 86K library. H69AR lung tumor viability, ATP luminescence, 72 h; active compounds read low. viability, % at 10 µM. 85,000 compounds, 6% hits;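 active means viability at or below 40%; inactive means viability above 40%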;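 further: multidrug resistant small cell line overexpressing MRP-1 efflux transporter; 100% = mean luminescence of untreated control wells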
ERb coact inh: inhibitors of ERβ-SRC1 coactivator interaction, primary screen, biochemical, TR-FRET, ERβ LBD, SRC-1 peptide | Estrogen receptor beta (Homo sapiens), Q92731 | TR-FRET ER-beta LBD / SRC1-Cy5 peptide binding; receptor agonist-loaded with 1 µM estradiol | inhibition, % at 25.6 µM | 86,000 compounds, 1.3% hits;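 active means compounds whose percent inhibition of the receptor-coactivator binding signal exceeds about 50% in the single-dose screen, limit read from the data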;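 further: 0% = receptor plus peptide wells without compound and 100% = peptide-only wells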
Target sequence (Q92731 whole entry, looked up, the tested form may be a part): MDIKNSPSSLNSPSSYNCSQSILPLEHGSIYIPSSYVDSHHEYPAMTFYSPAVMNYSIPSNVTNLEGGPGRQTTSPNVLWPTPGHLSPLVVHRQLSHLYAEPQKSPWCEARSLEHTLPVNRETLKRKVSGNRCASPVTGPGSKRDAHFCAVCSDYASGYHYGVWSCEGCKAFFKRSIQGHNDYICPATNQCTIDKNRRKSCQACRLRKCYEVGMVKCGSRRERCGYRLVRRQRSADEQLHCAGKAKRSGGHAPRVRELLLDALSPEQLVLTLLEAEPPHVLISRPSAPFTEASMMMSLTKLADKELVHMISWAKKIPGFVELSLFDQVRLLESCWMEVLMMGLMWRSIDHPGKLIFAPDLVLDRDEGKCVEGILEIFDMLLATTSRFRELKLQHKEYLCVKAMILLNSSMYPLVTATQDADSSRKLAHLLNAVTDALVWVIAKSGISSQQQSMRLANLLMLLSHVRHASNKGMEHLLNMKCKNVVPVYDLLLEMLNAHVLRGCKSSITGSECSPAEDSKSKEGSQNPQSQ
Smad3 inh: Smad3/FoxH1 peptide binding inhibitors, primary screen, biochemical, TR-FRET; TR-FRET Smad3/Dy647-FoxH1 peptide binding, europium anti-His; AID 630, 2007; 88,000 compounds, 0.29% hits; Mothers against decapentaplegic homolog 3 (Homo sapiens), P84022; inhibition, % at 25 µM;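 active means compounds that reduce the energy-transfer binding signal between the protein and its labelled peptide by more than half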;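 further: 0% = Smad3 plus labelled peptide maximal FRET and 100% = peptide-only background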
Target sequence (P84022 whole entry, looked up): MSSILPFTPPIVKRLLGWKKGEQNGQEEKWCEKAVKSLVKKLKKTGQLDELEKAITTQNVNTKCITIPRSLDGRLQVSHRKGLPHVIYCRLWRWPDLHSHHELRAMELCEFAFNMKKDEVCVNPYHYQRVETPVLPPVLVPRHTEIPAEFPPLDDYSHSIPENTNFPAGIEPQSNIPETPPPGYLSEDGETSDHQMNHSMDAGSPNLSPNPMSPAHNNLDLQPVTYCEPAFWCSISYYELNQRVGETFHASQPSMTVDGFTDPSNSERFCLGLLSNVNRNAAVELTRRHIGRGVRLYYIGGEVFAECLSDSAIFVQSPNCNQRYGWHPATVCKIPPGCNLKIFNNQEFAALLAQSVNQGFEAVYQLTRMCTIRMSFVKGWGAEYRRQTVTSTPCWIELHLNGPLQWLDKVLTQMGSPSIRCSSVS
ERa coact pot: enhancers of ERα–SRC-1 coactivator binding, primary screen, biochemical, TR-FRET, ERα LBD, low estradiol; TR-FRET ERalpha-LBD/SRC-Cy5 coactivator binding, 2 h; 100 = basal binding, no effect; coactivator binding (% of control), % at 25.6 µM; 86,000 compounds, 1.3% hits; AID 639, 2007; in the data active means activity above about 200%;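 further: binding measured in presence of low estradiol as agonist stimulus; 0% = peptide alone without receptor and 100% = receptor with peptide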
ERa SRC1 inh: ERα–SRC-1 coactivator interaction inhibitors, primary screen, biochemical, TR-FRET, ERα LBD, estradiol-bound; inhibition, % at 25.6 µM; TR-FRET ER-alpha LBD / SRC-1 peptide; 86,000 compounds, 1.7% hits; Estrogen receptor (Homo sapiens), P03372; in the data active means inhibition above about 50%;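 further: 0% = receptor plus peptide control and 100% = peptide only without receptor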
Starred values were filed as active, the others as inactive; · = not tested or not shown; [ ] = dose if it differs, or a comment.

SMILES | sEH activator | Lung fibro prol | Candida biofilm | HUVEC prolif 384 | H69AR growth 86K | ERb coact inh | Smad3 inh | ERa coact pot | ERa SRC1 inh
CCN(CC)c1ccc2cc(C(N)=O)c(=O)oc2c1 | -5 | 98 | 4 | 97 | 95 | -10 | 3 | 99 | -8
CC(C)C(c1nnnn1Cc1ccccc1)N1CCN(Cc2ccc3c(c2)OCO3)CC1 (stereo not drawn) | · | 100 | 8 | 89 | 78 | -11 | 2 | 111 | -4
Cc1ccc(NC(=O)COC(=O)c2ccc3c(c2)NC(=O)C2CCCN32)cc1 (stereo not drawn) | · | 91 | 5 | 80 | 98 | 4[fluorescence artefact?] | -4 | 111 | -1[fluorescence artefact?]
CCc1c(C)nc(N)n2c(SCC(=O)N3CCCc4ccccc43)nnc12 | -8 | 95 | 1 | 107 | 92 | 8[fluorescence artefact?] | -12 | 156 | -7
CCOC(=O)C1CCN(Cc2coc3ccc(Cl)cc3c2=O)CC1 | 8 | 106 | 7 | 102 | 95 | 0 | 0 | 88 | -9
COc1ccc(N2CCN(C(=O)CSc3ncnc4c3cnn4-c3ccc(OC)cc3)CC2)cc1 | · | 97 | 4 | 93 | 90 | -3 | 6 | 150 | -7
Cc1ccc2c(c1)c1ncnc(N3CCN(c4ccccc4)CC3)c1n2C | 24 | 89 | 3 | 73 | 70 | 14[fluorescence artefact?] | 9 | 162 | 13[fluorescence artefact?]
CCCc1[nH]nc2c1C(C1CCCCC1)C(C#N)=C(N)O2 (stereo not drawn) | -35 | 82 | 13 | 72 | 78 | -7[fluorescence artefact?] | 12 | 84 | 6[fluorescence artefact?]
CC(C)C(c1nnnn1C1CCCCC1)N1CCOCC1 (stereo not drawn) | 11 | 100 | 6 | 94 | 95 | -4 | -10 | 116 | -7
Cn1c2c(c(=O)n(C)c1=O)C1c3ccccc3OCC1C(C)(C)O2 (stereo not drawn) | · | 103 | 2 | 98 | 97 | -3 | -9 | 120 | 1
CC(C)COC(=O)Nc1ccc(C(=O)O)cc1 | -6 | 96 | 4 | 95 | 98 | -13[fluorescence artefact?] | 9 | 108[fluorescence artefact?] | 15
COc1ccccc1N1CCN(CCc2n[nH]c(=S)n2-c2ccccc2)CC1 | · | 100 | 3 | 89 | 107 | 20 | 12 | 142 | -20
COc1ccc(C)cc1C(=O)C1CC(C(=O)O)C(C)(C)C1C (stereo not drawn) | 21 | 100 | 6 | 89 | 97 | 3 | 8 | 102 | -7
O=C1CCCC2=C1C1(CCCC1)N=C(Nc1nc3ccccc3o1)N2 | · | 102 | 6 | 98 | 102 | 20 | 7 | 121 | 24
Cc1cc(-n2c(C)cc(C(=O)CN3C(=O)NC4(CCCCC4C)C3=O)c2C)no1 (stereo not drawn) | 9 | 83 | 8 | 88 | 83 | 17[fluorescence artefact?] | 9 | 126 | -6
COc1ccc(S(=O)(=O)N2CCC(n3cnc4cc(C(F)(F)F)ccc43)CC2)cc1 | · | 100 | -3 | 90 | 41 | -4 | 11 | 99 | 0
COc1cccc(-c2nc(CS(=O)CC(=O)NCCCOC(C)C)c(C)o2)c1 (stereo not drawn) | 1 | 101 | 0 | 90 | 101 | -4 | 5 | 124[fluorescence artefact?] | -9
COC(=O)C(C)Sc1nnc(Cc2cc(=O)[nH]c(=O)[nH]2)n1-c1ccc(Cl)cc1 (stereo not drawn) | -25 | 99 | -2 | 113 | 94 | 0 | 7 | 176[fluorescence artefact?] | -2
O=C(Nc1cccc(Cl)c1)C1CCCN(S(=O)(=O)c2cnc[nH]2)C1 (stereo not drawn) | · | 97 | 13 | 95 | 87 | -3 | -1 | 125 | -5
CCOc1ccc(NCCC(=O)c2ccc3c(c2)OCO3)cc1 | -5 | 111 | -7 | 109 | 91 | -14 | 1 | 103[fluorescence artefact?] | -10[fluorescence artefact?]
CSc1nnnn1CCn1nnnc1SC | -25 | 112 | 6 | 99 | 102 | -5[fluorescence artefact?] | 4[fluorescence artefact?] | 136 | 4
c1ccc2c(c1)[nH]c1c(N3CCSCC3)ncnc12 | -2 | 83 | 7 | 71 | 63 | 1[fluorescence artefact?] | 4 | 110 | -3[fluorescence artefact?]
Cc1ccc(N(C(=O)c2ccc3c(c2)OCO3)C2C=CS(=O)(=O)C2)cc1 (stereo not drawn) | · | 95 | 1 | 99 | 104 | -3 | 3 | 105 | -5
COc1ccc(NC(=O)c2ccco2)cc1N | -6 | 116 | 0 | 80 | 62 | 61* | 11 | 50[fluorescence artefact?] | 55*
CCOC(=O)Cc1csc(NC(=O)COc2ccc(OC)cc2)n1 | 2 | 103 | 14 | 94 | 86 | 7 | 4 | 103 | 6
COc1ccc(-c2c(-c3ccc(O)cc3O)n[nH]c2C)cc1OC | -28 | 80 | 4 | 67 | 21* | -6[fluorescence artefact?] | 4 | 106 | 2[fluorescence artefact?]
CCc1nc(SCC(=O)Nc2cc(C)on2)c2c(C)c(C)sc2n1 | · | 87 | 5 | 88 | 90 | 27[fluorescence artefact?] | -17[fluorescence artefact?] | 234*[fluorescence artefact?] | 9[fluorescence artefact?]
Cc1ccccc1-n1nnnc1-c1ccccc1 | 5 | 85 | 8 | 87 | 109 | -6[fluorescence artefact?] | -1 | 123 | -7
Cn1c(=O)n(CC(=O)N2CCOCC2)c2ccccc21 | 2 | 98 | 4 | 97 | 95 | 3[fluorescence artefact?] | -1 | 94 | 6[fluorescence artefact?]
CCC1(C)Cc2ccccc2-c2nc(NCCO)[nH]c(=O)c21 (stereo not drawn) | 4 | 98 | -3 | 95 | 95 | 3 | 1 | 85 | 13
CCc1c(C)sc(NC(=O)c2cc(-c3ccco3)on2)c1C#N | 8 | 96 | 4 | 101 | 86 | -24 | 0 | 73 | 5
Cc1ccc(-c2nnn(CC(=O)N(c3cccc(F)c3)C(C(=O)NC3CCCC3)c3ccco3)n2)o1 (stereo not drawn) | · | 101 | 3 | 84 | 66 | -2[fluorescence artefact?] | -5 | 98 | 4[fluorescence artefact?]
CCC1CCCCN1c1nc(-c2cccc(OC)c2O)nc2ccccc12 (stereo not drawn) | -2 | 95 | 7 | 73 | 74 | -2 | 2 | 103 | -3
CCOc1ccc(CCNC(=O)C2CCCN(c3nn4c(=O)cc(C)nc4s3)C2)cc1OCC (stereo not drawn) | · | 113 | 6 | 94 | 42 | 6 | -11 | 98 | 7
COc1ccc(Nc2oc(-c3cccs3)nc2C#N)cc1 | -7 | 100 | 2 | 90 | 68 | -14 | -3 | 115 | -17
Cc1cc(OCC(=O)Nc2ccc(S(=O)(=O)N3CCN(C)CC3)cc2)cc(C)c1Cl | -11 | 94 | 4 | 73 | 100 | 5 | -22 | 95 | 3
COc1ccc2cc(C(c3nnnn3Cc3ccc(F)cc3)N3CCCCCC3)c(=O)[nH]c2c1 (stereo not drawn) | · | 98 | 1 | 92 | 37* | 7[fluorescence artefact?] | 4 | 104 | 17[fluorescence artefact?]
C=C1CSc2nc3ccccc3c(=O)n21 | 6 | 101 | 1 | 99 | 107 | -4 | 4 | 105 | -9
CC1(C)CC(=O)c2c(O)cc(O)cc2O1 | 3 | 98 | 0 | 101 | 94 | -4 | 5 | 146 | 0
O=C(CSc1nc2c([nH]c3ccccc32)c(=O)n1-c1ccc(F)cc1)NCc1ccco1 | -10 | 93 | 7 | 92 | 69 | 14 | 4 | 96[fluorescence artefact?] | -4
CN1CCN(c2cc(=O)n(-c3ccc(Cl)cc3)c(=O)[nH]2)CC1 | · | 96 | -2 | 89 | 93 | -5[fluorescence artefact?] | -7 | 112 | -2
COc1ccc(NC(=O)CSc2nnc(CN3CCOCC3)n2-c2ccccc2)cc1Cl | 4 | 98 | 6 | 91 | 91 | -4[fluorescence artefact?] | 9 | 117 | -1
O=C(NC1CCCc2ccccc21)C1CCN(S(=O)(=O)N2CCCCCC2)CC1 (stereo not drawn) | -75 | 100 | 8 | 96 | 95 | -3 | 3 | 109 | -4
Fc1ccc(-c2nn3c(C4COc5ccccc5O4)nnc3s2)cc1 (stereo not drawn) | -5 | 91 | 7 | 95 | 65 | 5[fluorescence artefact?] | -3 | 88[fluorescence artefact?] | 1[fluorescence artefact?]
COc1ccc(OCc2nc(N)nc(Nc3ccc(C)cc3)n2)cc1 | 3 | 105 | 4 | 96 | 87 | -5 | -4 | 105 | -12
CCCCN(C(=O)NC(=O)C1=C(N2CCOCC2)/C(=C/c2ccccc2)CC1)S(C)(=O)=O | · | 99 | 9 | 104 | 91 | 5 | 7 | 110 | -15[fluorescence artefact?]
Cc1c(C(=O)OCC(=O)c2ccc3c(c2)OCCO3)oc2ccccc12 | -10 | 90 | 4 | 99 | 83 | 1 | 2 | 178 | 2[fluorescence artefact?]
CCOC(=O)N1CCC(NC(=O)Cn2c3c(c(-c4ccccc4Cl)cc2=O)CCC3)CC1 | · | 113 | 2 | 98 | 99 | -6 | -2 | 97 | 1

Entries listed above marked active in ERa coact pot:
Compound	sEH activator	ERb coact inh	Smad3 inh	ERa coact pot	ERa SRC1 inh
CCc1nc(SCC(=O)Nc2cc(C)on2)c2c(C)c(C)sc2n1	·	27[fluorescence artefact?]	-17[fluorescence artefact?]	234*[fluorescence artefact?]	9[fluorescence artefact?]

(list continues)
SMILES | sEH activator | Lung fibro prol | Candida biofilm | HUVEC prolif 384 | H69AR growth 86K | ERb coact inh | Smad3 inh | ERa coact pot | ERa SRC1 inh
CCOC(=O)c1c(C)[nH]c(C(=O)COC(=O)c2cnc(C)cn2)c1C | · | 99 | 11 | 68 | 95 | -6 | 8 | 121 | -3
Cc1csc(NC(=O)CSc2nnnn2C)n1 | -7 | 94 | 10 | 87 | 88 | -8 | 6 | 99 | -2
CCOc1cc(C(=O)OCC(=O)Nc2cc(C)on2)cc(OCC)c1OCC | -4 | 108 | 0 | 69 | 79 | -10 | -24 | 105 | -2
COC(=O)c1ccccc1NC(=O)c1cnn2c(C(F)F)cc(C3CC3)nc12 | 19 | 99 | 4 | 91 | · | 5 | -4 | 90 | 2
CCOC(=O)c1nnn(-c2nonc2-n2cccc2)c1CN1CCC(C)CC1 | -7 | 92 | 5 | 109 | 85 | 4 | 6 | 98 | -1
O=C(NCc1ccccn1)c1ccc(Cl)cc1Cl | -5 | 103 | -6 | 94 | 105 | -8 | 4 | 103 | 0
CN1C(=O)c2c(sc3c2CCCC3)NC1c1ccccc1O (stereo not drawn) | · | 101 | 9 | 89 | 64 | 78*[fluorescence artefact?] | -10 | 61[fluorescence artefact?] | 19
Cc1cc(NC(=O)c2cnn3cccnc23)n(-c2ccccc2)n1 | 6 | 100 | 3 | 82 | 75 | -14 | -10 | 125 | -8

Copied from the list.
In Smad3 inh, CCOC(=O)c1nnn(-c2nonc2-n2cccc2)c1CN1CCC(C)CC1 has the entry 6
In Candida biofilm, O=C1CCCC2=C1C1(CCCC1)N=C(Nc1nc3ccccc3o1)N2 has the entry 6
In ERb coact inh, CCOC(=O)Cc1csc(NC(=O)COc2ccc(OC)cc2)n1 has the entry 7
In H69AR growth 86K, O=C(NCc1ccccn1)c1ccc(Cl)cc1Cl has the entry 105

Not all compounds are listed; the hit share may differ from the screen's.
